Screening results as filed in PubChem BioAssay.
PNC inhibitor: High Content Assay for Compounds that inhibit the Assembly of the Perinucleolar Compartment; activity change (PNC), negative = inhibition, % at 10 µM; PC3M PTB-GFP, PNC prevalence imaging, 16 h; active compounds read low; actives 3.1% (n = 140,000);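 active = readout at or below -70, meaning at least 70% loss of cells showing the perinucleolar compartment, a nuclear body marking cancer cells; inconclusive = readout between -30 and a set limit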;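 also: plate controls were DMSO wells for no effect and camptothecin positive control wells for full effect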
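Read-out is percentage of cells bearing a perinucleolar compartment, from automated 20x imaging of fixed, Hoechst-stained PC3M PTB-GFP cells. Cells were seeded 4 h, then exposed 16 h to compound (23 nl of library stock) in duplicate plates.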
IMPase inh: qHTS Assay for Identifying the Cell-Membrane Permeable IMPase Inhibitors; AID 901, 2007; 120,000 tested, under 10 active; Inositol monophosphatase 1 (Rattus norvegicus), P97697; CHO-M1 cells, IP1 accumulation, HTRF TR-FRET ratio; inhibition (IP1 accumulation), % at 46.1 µM; active = well fitted curve in the direction sought with a large enough effect in the signal ratio, not every such curve was filed as active; inconclusive = small, poorly fitted or top-dose-only effect, or a change in a side signal; inactive = no such curve, though single readings can be large or run the other way; the % refers to the signal ratio;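 also: cells stimulated with carbachol in lithium chloride buffer; plate controls were DMSO basal wells for no effect and reference inhibitor wells for full effect; higher means more IMPase inhibition seen as more IP1 and lower FRET ratio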
Target sequence (P97697 whole entry, looked up): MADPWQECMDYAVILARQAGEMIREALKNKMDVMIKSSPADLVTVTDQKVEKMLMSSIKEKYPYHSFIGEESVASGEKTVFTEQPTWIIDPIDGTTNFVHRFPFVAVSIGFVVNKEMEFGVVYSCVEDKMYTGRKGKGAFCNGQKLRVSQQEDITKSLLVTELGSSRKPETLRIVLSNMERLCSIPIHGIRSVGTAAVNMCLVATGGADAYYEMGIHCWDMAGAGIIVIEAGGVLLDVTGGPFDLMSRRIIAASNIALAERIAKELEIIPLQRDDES
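Seeded CHO-M1 cells were dosed with compound at up to 46 uM, stimulated with carbachol for 30 min, then lysed in IP-One detection reagents. Higher IP1 lowers the TR-FRET signal.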
15-hLO-2 inh: qHTS Assay for Inhibitors of 15-hLO-2 (15-human lipoxygenase 2); AID 881, 2007; Potency, µM (titrated, usually from 57.1 µM), without a hit: top-dose activity change, negative = inhibition, actives largely listed as inhibitors; purified 15hLO-2, xylenol orange hydroperoxide absorbance; actives 0.56% (n = 110,000); also: potency is read from the fitted curve at half-maximal effect; nearly all actives have a fitted effect of over 60% in size; many of its hits are not listed in these tables
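Read-out: hydroperoxide product oxidises ferrous iron, measured as xylenol orange complex via the 573-to-405 nm absorbance ratio after 30 min. Reaction: 50 nM enzyme, 15 min compound preincubation, 45 uM arachidonic acid, 90 min RT, Hepes pH 7.5 with Triton X-100.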
ALOX12 inhib: qHTS Assay for Inhibitors of 12-hLO (12-human lipoxygenase); purified 12-hLO, xylenol orange hydroperoxide absorbance; Potency, µM (top dose mostly 57.1 µM), without a hit: top-dose activity change, negative = inhibition, hits mostly inhibitors; actives 0.12% (n = 150,000); Polyunsaturated fatty acid lipoxygenase ALOX12 (Homo sapiens), P18054; AID 1452, 2008; also: potency is read from the fitted curve at half-maximal effect; nearly all actives have a fitted effect of over 55% in size; many of its hits are not listed in these tables
Target sequence (P18054 whole entry, looked up): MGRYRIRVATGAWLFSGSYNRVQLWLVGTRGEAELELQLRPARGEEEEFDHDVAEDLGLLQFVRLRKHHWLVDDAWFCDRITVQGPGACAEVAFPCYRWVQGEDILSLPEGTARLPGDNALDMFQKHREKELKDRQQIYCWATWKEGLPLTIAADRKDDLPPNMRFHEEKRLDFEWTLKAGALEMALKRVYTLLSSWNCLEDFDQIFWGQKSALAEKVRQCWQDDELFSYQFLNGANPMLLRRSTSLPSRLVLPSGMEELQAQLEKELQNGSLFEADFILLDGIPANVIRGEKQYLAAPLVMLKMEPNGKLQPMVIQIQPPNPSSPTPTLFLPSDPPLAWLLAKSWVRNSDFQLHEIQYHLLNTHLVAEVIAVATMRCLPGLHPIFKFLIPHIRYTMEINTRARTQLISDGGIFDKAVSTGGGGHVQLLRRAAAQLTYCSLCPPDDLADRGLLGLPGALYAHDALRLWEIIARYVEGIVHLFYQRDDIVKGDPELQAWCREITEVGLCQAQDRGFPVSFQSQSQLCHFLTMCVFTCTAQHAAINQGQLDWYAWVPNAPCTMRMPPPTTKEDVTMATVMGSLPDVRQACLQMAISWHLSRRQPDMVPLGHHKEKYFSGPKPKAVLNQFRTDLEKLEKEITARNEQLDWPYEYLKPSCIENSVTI
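Purified human 12hLO (150 nM), preincubated 15 min with compound, then 40 uM arachidonic acid for 30 min, room temperature, Hepes pH 7.0 with 0.01% Triton X-100. Hydroperoxide detected by ferrous iron/xylenol orange; 573/405 nm absorbance ratio gives reaction progress.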
Numbers without * were called inactive; ? = inconclusive; · = no result given; & = joins results of further samples; [ ] = remark or other dose. Unless noted, calls follow the shape of the dose curve; as a rule, active = well fitted curve in the direction sought with a large enough effect; inconclusive = small, poorly fitted or top-dose-only effect, or another doubt; inactive = no such curve, though single readings can be large; an effect the other way counts as inactive or inconclusive. Unless noted, % is scaled to controls: 0 for no effect and ±100 for the full control effect.

SMILES | PNC inhibitor | IMPase inh | 15-hLO-2 inh | ALOX12 inhib
CC(=O)/C(=C/Nc1ccc(Oc2ccccc2)cc1)c1ccccc1 | 1 | 3 | 10% | -2%
CN(C)C=Nc1c(Br)cc(Br)c2nonc12 | 48 | 3 | · | 1%
CCOC(=O)c1[nH]c2ccc(OC)cc2c1NC(=S)N1CCN(c2cccc(C)c2C)CC1 | ? | 8 | · | -28%
O=C(CSc1nc2ccccc2n1S(=O)(=O)c1cccc([N+](=O)[O-])c1)NCc1cccs1 | -22 | 3 | · | 0%
O=C(NCCSCc1c(F)cccc1Cl)c1ccc(CN2CCOCC2)cc1 | 31 | · | · | -2%
CC(C)(C)NC(=O)C(c1ccccn1)N(C(=O)c1ccc2c(c1)OCCO2)C1CCCC1 (stereo not given) | 12 | 0 | 1% | 2%
CCC(=O)N1CCc2cc(S(=O)(=O)NCCC(=O)N3CCN(c4ccccn4)CC3)ccc21 | 50 | 2 | -1% | 0%
Cc1ccc(SCC(=O)Nc2ccc(-c3nc4ccccc4[nH]3)cc2)cc1 | 27 | · | · | 1%
O=C1NC(=S)S/C1=C\c1ccc(SCc2ccco2)o1 | -27 | · | · | -23%
O=C(/C=C/c1ccccc1)NC(NC(=S)Nc1cccc(Cl)c1)C(Cl)(Cl)Cl (stereo not given) | 6 | -17 | ? | -9%

Whole records, looked up by structure:
Listed for O=C(NCCSCc1c(F)cccc1Cl)c1ccc(CN2CCOCC2)cc1 : PNC inhibitor = 31; IMPase inh = ·; 15-hLO-2 inh = ·; ALOX12 inhib = -2%
Listed for CN(C)C=Nc1c(Br)cc(Br)c2nonc12 : PNC inhibitor = 48; IMPase inh = 3; 15-hLO-2 inh = ·; ALOX12 inhib = 1%

Other records.
SMILES | PNC inhibitor | IMPase inh | 15-hLO-2 inh | ALOX12 inhib
CCOC(=O)c1cc(CC)sc1NC(=O)CSc1nc2ccccc2c(=O)n1Cc1ccco1 | ? | · | · | 0%
CC(=O)Nc1ccc(C(=O)CSc2nc3ccc(C)cc3[nH]2)cc1 | -17 | · | · | -4%
CC(C)CN1C(=S)SC(C)(C)C1n1oc(=O)n(-c2ccccc2)c1=O (stereo not given) | 24 | · | · | -2%
COc1c2c(nc3ccccc13)O[C@@H]([C@@](C)(O)CO)C2 | · | -2 | 6% | 5%
CCOC(=O)c1cnc2c(C)cc(C)cc2c1Nc1ccc(S(=O)(=O)Nc2ncccn2)cc1 | 52 | -11 | · | 0%
Cc1ccc(-c2cc(C(=O)N/N=C/c3cccnc3)n[nH]2)o1 | -106* | · | · | 2%
Cc1ccc(N2CCN(S(=O)(=O)N(C)C)CC2)cc1Cl | ? | 8 | 4% | 2%
CNS(=O)(=O)c1ccc(C)c(S(=O)(=O)NC)c1 | 0 | · | · | -1%
CCOC(=O)N1CCN(c2cc(=O)n(-c3ccc(OCC)cc3)c(=O)[nH]2)CC1 | ? | 0 | -1% | -2%
CCCCC/C=C/C=C1/C(=O)C=C[C@@H]1C/C=C\CCCC(=O)O | · | · | -12%[0.0915 µM] | -2%[0.00818 µM]
CCOc1cccc(SCc2noc(C(=O)NCC3CCCO3)c2C(=O)O)c1 (stereo not given) | 52 | 7 | 6% | -1%
Cc1c(C(=O)N2CCC(C)CC2)oc2ccc(S(=O)(=O)N3CCC4(CC3)OCCO4)cc12 | -28 | 0 | -4% | 5%
Cc1c(C#N)c2ccccc2n1CCOc1ccccc1F | -12 | 1 | -7% | -8%
O=C(O)C1C2C=CC(O2)C1C(=O)NCc1ccc2c(c1)OCO2 (stereo not given) | -21 | 11 | · | -2%
COc1cc(S(=O)(=O)N2CCOCC2)cc(C(=O)c2nccn2C)c1OC | -88* | -1 | -7% | 6%
CCn1c(-c2c[nH]c3ccccc23)n[nH]c1=S | 25 | 0 | -2% | -8%
COc1ccc2cc(C)c3nnc(SCC(=O)Nc4nc(-c5ccc(F)cc5)cs4)n3c2c1 | 22 | · | · | -2%
O=C(N/N=C/c1cccc(OC(=O)c2ccc3c(c2)OCO3)c1)c1cncc(Br)c1 | 17 | -5 | · | 0%
CCn1c2ccccc2c2cc(/C=N/NC(=O)c3cccc(C)c3)ccc21 | -3 | 1 | -13% | -26%
COc1ccccc1C1C(C(=O)NCc2ccccc2)=C(C)Nc2ncnn21 (stereo not given) | -9 | -1 | -5% | 2%
CCOC(=O)C(C)(C)N(Cc1cccc(C)c1)S(=O)(=O)c1cccc([N+](=O)[O-])c1 | 34 | 10 | · | -1%
COc1ccc2c(c1OC)C(=O)OC2CC(=O)c1ccc(O)cc1 (stereo not given) | ? | 7 | 4% | -10%
CC(=O)c1ccc(OCC(C)C)c(CN2CCCCC2)c1 | -13 | -14 | -1% | -8%
CC(=O)Nc1ccc(C(=O)Nc2ccc(S(=O)(=O)NCC3CCCO3)cc2)cc1 (stereo not given) | 11 | 7 | -1% | -5%
Cc1nc2ccc(N=NC3=C(O)CC(C)(C)CC3=O)cc2s1 | -6 | · | · | -3%
FC(F)(F)c1cc(CN2CCC3(CCNCC3)CC2)cc(C(F)(F)F)c1 | · | · | 41%[activator] | 3%
COc1ccccc1N=C(C)C1=C(O)COC1=O | -24 | -10 | 1% | -5%
CC(C)C(CCN1C(=O)c2ccccc2C1=O)c1ccco1 (stereo not given) | 45 | 0 | -1% | -23%
CNc1nc(CC(C)=O)ns1 | 8 | -3 | -6% | 2%
CCOC(=O)N1CCN(Cc2nc3c(c(=O)n(C)c(=O)n3C)n2Cc2ccccc2)CC1 | 0 | 2 | 1% | -1%
COC(=O)c1cccc(NC(=O)Cc2coc3cc(OC)ccc23)c1 | ? | 7 | · | -10%
COc1ccccc1NCC(O)Cn1c2ccccc2c2ccccc21 (stereo not given) | ? | 17 | 5% | -9%
O=C1CC(SCc2nc3ccccc3[nH]2)C(=O)N1c1ccc(Cl)cc1 (stereo not given) | ? | 0 | -27% | -20%
COc1ccc(C2=NOC(C(=O)Nc3cc(C)nn3-c3ccccc3)C2)cc1OC (stereo not given) | -2 | 7 | 10% | 2%
Cc1ccc(CN2CCN(C(=O)C3CCC3)CC2)cc1 | 193 | 14 | · | 1%
Cc1sc2ncn(CC(=O)OC(C)C)c(=O)c2c1C | ? | -6 | -4% | -2%
O=C(O)CCNc1ccc2c(c1)OCCO2 | -13 | ? | -8% | -13%
S=c1[nH]nc(-c2ccccc2)n1/N=C/c1ccc(-c2ccccc2Cl)o1 | -100* | · | · | 1%
CCCN1CCCc2ccccc21 | -26 | 3 | -16% | 8%
N#Cc1ccc(CSc2nnc(Cc3cccs3)n2Cc2ccco2)cc1 | 23 | 17 | ? | -20%
COCCNc1nc(C)nc2c1nc(-c1ccccc1)n2CC1CCN(C)CC1 | · | · | 16% | 0%
CCOC(=O)C1CSC(Cc2ccc(OCc3ccc([N+](=O)[O-])cc3)cc2)N1 (stereo not given) | · | · | 9% | -8%
C/C=C/c1ccc(OCCCCN2C(=O)NC(C)(C)C2=O)c(OC)c1 | 26 | 12 | 3% | 0%
Cc1ccc(NC(=O)CSc2nn(-c3ccccc3)c(=S)s2)cc1S(=O)(=O)N(C)C | ? | · | · | -1%
COc1ccccc1-c1nnc2sc(-c3ccc(N(C)C)cc3)nn12 | -10 | -15 | · | 2%
COc1ccc2occ(C(C)=O)c2c1 | 9 | -1 | 4% | 4%
CCOC(=O)c1sc(C)c2c(=O)n(Cc3ccc(Cl)cc3)c(C)nc12 | 13 | -6 | -12% | -3%
COCC(C)n1c(C)cc(C(=O)COC(=O)c2nc3nc(C)cc(C)n3n2)c1C (stereo not given) | -3 | -10 | -12% | -3%
CCOc1ccc(S(=O)(=O)N2c3ccccc3CC2C)cc1 (stereo not given) | -103* | 0 | -7% | 5%
CCc1nccn1S(=O)(=O)c1cc(OC)c(Cl)cc1OC | ? | · | · | -2%
New compounds follow.
SMILES | PNC inhibitor | IMPase inh | 15-hLO-2 inh | ALOX12 inhib
Nc1nc(Cl)nc2c1ncn2[C@H]1C[C@H](O)[C@@H](CO)O1 | -22 | · | -8% | 0%&3%
Cc1ccc(C(=O)COc2ccccc2-c2ccccc2)cc1C | -12 | -5 | · | 4%
CC(=O)N(CCO)Cc1cc2cc(C)cc(C)c2[nH]c1=O | 19 | -4 | 0% | 1%
COC(=O)NC(NC(=S)Nc1ccc([N+](=O)[O-])cc1)C(Cl)(Cl)Cl (stereo not given) | -4 | -2 | · | -4%
Cc1ccc(S(=O)(=O)N(CC(=O)NCCSc2ccccn2)c2cc(C)cc(C)c2)cc1 | 16 | 1 | -4% | -29%
CCn1cc(C(=O)NCCCOC)c2cc(OC)c(OC)cc2c1=O | -10 | 0 | 3% | -1%
COCCNC(=O)C(OC(=O)CC1Sc2ccccc2NC1=O)c1ccncc1 (stereo not given) | 7 | 5 | -1% | 3%
O=C1OCCN1C(=O)[C@H]1[C@H](c2ccc(Cl)cc2)C(c2ccc(F)cc2)=NN1c1ccccc1 | · | · | -22%[0.0915 µM] | -7%[0.00818 µM]
CN(CCNC(=O)C1CC(=O)N(c2ccc(F)c(Cl)c2)C1)Cc1ccccc1 (stereo not given) | -20 | 9 | 26% | 10%
CC(C)c1ccc(NC(=O)C(c2ccccc2)N2CCN(C(=O)c3ccco3)CC2)cc1 (stereo not given) | -23 | 11 | 12% | 3%
COC(=O)C1=C(C)OC(N)=C(C#N)C1c1ccccc1 (stereo not given) | -25 | 18 | 3% | -4%
CCOC(=O)C1=C(C)N=c2s/c(=C\c3ccc(OC(C)=O)c(OCC)c3)c(=O)n2C1/C=C/c1ccccc1 (stereo not given) | 49 | -7 | -11% | 6%
c1ccc(Oc2cc(-n3cccn3)ncn2)cc1 | -26 | -9 | 5% | 10%
CCCn1c(N)c(C(=O)COC(=O)c2c(C)noc2C)c(=O)n(C)c1=O | 11 | 9 | 3% | 1%
O=C(NCCc1ccc(Cl)cc1)C1CCN(S(=O)(=O)c2ccc(-n3cnnn3)cc2)CC1 | 8 | 5 | -9% | -3%
C/C(=N\NC(=S)Nc1ccc(C)c(C)c1)c1ccc(N2CCOCC2)cc1 | ? | 6 | · | ?
CC(C)CC(=O)/C=C/n1c(=S)oc2ccccc21 | 54 | · | · | 3%
N=c1c(C(=O)NCc2ccc(F)cc2)cc2c(=O)n3ccccc3nc2n1CC1CCCO1 (stereo not given) | 153 | -4 | -6% | -1%
O=C1NCCCC1C(=O)N1CCN(C(=O)c2ccco2)CC1 (stereo not given) | 9 | -1 | 4% | -2%
O=C(CSc1nc2ccccc2c(=O)n1Cc1ccco1)N1CCCCCC1 | 35 | 16 | -15% | -8%
CCN(CC)CCCn1c(-c2ccccc2)nc2c(N(CCOC)CCOC)nc(C)nc21 | · | · | 9% | -3%
Cc1cc(NC(=O)COc2cccc(Oc3ccccc3)c2)no1 | -6 | 9 | -6% | 1%
Cc1cc(Br)ccc1NC(=O)CNC(=O)CN1C(=O)NC2(CCCCCC2)C1=O | -29 | 0 | 2% | 6%
CCOC(=O)N1CCN(c2c(NCc3ccccc3OC)c(=O)c2=O)CC1 | -19 | 7 | -2% | -2%
CC(NC(=O)NC1CCCCC1)c1ccccc1 (stereo not given) | ? | · | · | 1%
COc1ccc(Br)c(C(=O)Nc2cccc(Cl)c2Cl)c1 | 13 | · | · | 0%
COc1ccc(C)cc1S(=O)(=O)N1CCN(S(=O)(=O)c2cc(C)ccc2OC)CC1 | 21 | 5 | -7% | -3%

This is a subset; count on the stated rates, not on these rows.
